A350 autofl: compounds fluorescent in Alexa 350 spectral region; Compound autofluorescence, 340/450 nm, Alexa 350 dye-equivalents; active compounds read high; max dye-equivalent concentration, M; hit rate 11% among 59,000; in the data active = max dye-equivalent concentration above about 10 nM; inconclusive = mostly about 1.1 nM to 9.6 nM
BRCT inh green: inhibitors of human BRCA1 BRCT-phosphoprotein interaction (green fluorophore); BRCA1 BRCT-phosphopeptide binding, green fluorescence polarization; Potency, µM (doses to about 76.9 µM), for inactives: top-dose activity change, negative = inhibition, most hits filed as inhibitors; hit rate 0.05% among 75,000;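 also: potency is read from the fitted curve at half-maximal effect; plate controls were peptide without protein for full effect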
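Fluorescence polarization: His-tagged BRCT (~35 kDa BRCA1 C-terminus, 250 nM) bound to 100 nM fluorescein-labeled phosphorylated 10-aa BACH1 peptide, pH 7.3 phosphate buffer with DTT and Tween 20. Compounds incubated 12 min at room temperature; inhibition read as lowered polarization.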
GFP derepression: derepresses silenced GFP locus in mouse C127i cells; mouse C127i GFP locus derepression, cytometry, 30 h; Potency, µM (doses to about 46.1 µM), without a hit: at the top dose GFP derepression (activation); hit rate 0.09% among 68,000; also: % of control where 0% means no effect
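Locus derepression in mouse mammary C127i cells whose integrated CMV-GFP reporter is normally silent; GFP expression after 30 h compound treatment was quantified by counting fluorescent cells.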
Pol III holo inh: inhibitors of bacterial DNA polymerase III holoenzyme | reconstituted DNA polymerase III holoenzyme replication, biochemical | Potency, µM (top dose mostly 57.1 µM), without a hit: top-dose activity change, negative = inhibition | hit rate 0.25% among 71,000 | AID 603; also: potency is read from the fitted curve at half-maximal effect; % is scaled to controls: 0 for no effect and ±100 for the full control effect
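Reconstituted *E. coli* holoenzyme (0.35 nM Pol III, 1 nM beta, 154 nM SSB, 2 nM primase) was preincubated with compound for 15 min at RT. Synthesis on 1.4 nM ssM13Gori ran 35 min, then was stopped with PicoGreen/EDTA and read as dsDNA fluorescence.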
BRCT PPI red: disrupts BRCA1 BRCT binding to phosphoprotein, red fluorophore readout | P38398 | BRCT-phosphopeptide binding, red fluorescence polarization | Potency, µM (highest dose often 76.9 µM), without a hit: at the top dose activity change, negative = inhibition, hits mostly inhibitors | hit rate 0.03% among 75,000; also: % is scaled to controls: 0 for no effect and ±100 for the full control effect
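Fluorescence polarization: 100 nM His-tagged BRCA1 BRCT with 100 nM TAMRA-labelled phospho-BACH1 decapeptide, phosphate buffer pH 7.3 with 150 mM NaCl, DTT, 0.01% Tween 20; 12 min RT. Binding inhibition seen as FP decrease.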
Hsp90 Hop PPI: changes Hsp90-Hop TPR2A binding signal, up or down. AlphaScreen TPR2A-His6 binding biotin-Hsp90 C-terminal peptide. Potency, µM (titrated, usually from 57 µM), without a hit: at the top dose activity change, negative = inhibition. hit rate 0.44% among 71,000; active = well fitted curve in either direction with a large enough effect; inconclusive = small, poorly fitted or top-dose-only effect, or another doubt; also: potency is read from the fitted curve at half-maximal effect; % is scaled to controls: 0 for no effect and ±100 for the full control effect; many of its hits are not listed in these tables
CRE Fsk mod: modulators of forskolin-stimulated CRE signaling in CHO cells; CHO CRE-bla reporter (cAMP response element driving beta-lactamase), forskolin EC10, beta-lactamase ratio; Potency, µM (doses to about 38.2 µM), for inactives: at the top dose activity change, negative = inhibition, most hits filed as activators; hit rate 2.5% among 71,000; active = well fitted activation curve with a large enough effect in the signal ratio, with a control signal flat, not every such curve was filed as active; inconclusive = small, poorly fitted or top-dose-only effect, or effect the other way, or a change in a side signal; the % refers to the signal ratio; also: potency is read from the fitted curve at half-maximal effect; % of control where 0% means no effect
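Modulation of forskolin-driven signalling is measured in CHO cells carrying a CRE-controlled beta-lactamase reporter. Cells are stimulated with EC10 NKH 477 in the presence of titrated compound for 3 h at 37 °C, then loaded with CCF4 for 2 h at room temperature.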
HBB splice mod: modulators of hemoglobin beta chain splicing; HBB splicing reporter cell assay, activation; EGFP reporter with mutant IVS2-654 intron; response scale: normalised to 500 nM splice-correcting PNA; Potency, µM (top dose mostly 46.1 µM), for inactives: top-dose activation, most hits filed as activators; hit rate 0.06% among 65,000; AID 925; also: potency is read from the fitted curve at half-maximal effect; 0% is about no effect
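HeLa cells stably expressing EGFP interrupted by mutant beta-globin intron 2 (IVS2-654), 500/well in 2% FCS. Treated with compound for 2 days at 37C. Splicing correction scored as total well GFP intensity (488 nm excitation, 500-520 nm emission); 500 nM antisense PNA served as control.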
UbGFP stabilizer: ubiquitin-GFP accumulation via proteasome inhibition; Ubiquitin-GFP reporter cells, proteasome inhibition, GFP fluorescence; response scale: untreated = 0%, 10 µM MG-132 = 100%; Potency, µM (series often up to 45.9 µM), without a hit: at the highest dose activation (GFP accumulation), usual class: activators; 67,000 tested, under 10 active; active = well fitted activation curve with a large enough effect, not every such curve was filed as active; inconclusive = small, poorly fitted or top-dose-only effect, or another doubt; inactive = no such curve, though single readings can be large or run the other way; also: potency is read from the fitted curve at half-maximal effect
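Proteasome block read as GFP accumulation: ubiquitin(G76V)-GFP U2OS cells exposed to compound (2.9 nM–46 uM) for 4 hr at 37 C. Normalization used untreated cells as 0% and 10 uM MG-132 as 100%; concentration-response curves fitted.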
4MU fluor: compound fluoresces in the 4-MU spectral region | compound autofluorescence, 340/450 nm, 4-MU equivalents; active compounds read high | hit rate 11% among 59,000 | max dye-equivalent concentration, M | AID 589; in the data active = max dye-equivalent concentration above about 10 nM; inconclusive = mostly about 1.1 nM to 9.6 nM
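Compounds in 100 mM Tris, pH 8.0, incubated 15 min at room temperature, then fluorescence read at 340 nm excitation/450 nm emission. Signal converted to 4-MU dye-equivalent concentration using an on-plate six-point 4-MU standard curve.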
15-hLO inh: inhibitors of human 15-lipoxygenase (ALOX15); P16050; Potency, µM (series often up to 57.1 µM), without a hit: top-dose activity change, negative = inhibition, actives largely listed as inhibitors; purified 15hLO-1, xylenol orange hydroperoxide absorbance; hit rate 1.4% among 74,000; AID 887; also: potency is read from the fitted curve at half-maximal effect; % is scaled to controls: 0 for no effect and ±100 for the full control effect; nearly all actives have a fitted effect of over 55% in size
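40 nM 15hLO-1 + cpd, 15 min RT; start w/ 50 uM AA (final), 6 min RT; stop/detect w/ 200 uM XO + 300 uM Fe(II) in 50 mM H2SO4, 30 min; A573/A405. Buffer 25 mM Hepes pH 7.5, 0.01% Triton X-100. No-enzyme wells as negative control.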
Active calls of the source: *; i = inactive; ? = inconclusive; / = not tested or not shown; & = joins results of further samples; [ ] = dose if it differs, or a comment. Unless noted, calls follow the shape of the dose curve; as a rule, active = well fitted curve in the direction sought with a large enough effect; inconclusive = small, poorly fitted or top-dose-only effect, or another doubt; inactive = no such curve, though single readings can be large; an effect the other way counts as inactive or inconclusive.

SMILES	A350 autofl	BRCT inh green	GFP derepression	Pol III holo inh	BRCT PPI red	Hsp90 Hop PPI	CRE Fsk mod	HBB splice mod	UbGFP stabilizer	4MU fluor	15-hLO inh
CN=c1sc(C(=O)Nc2cccc(Cl)c2)cc(=O)n1C	i	-0.2%	-4%	-1%	1.2%	2%	1%	-0.7%	-4%	i	-7%
NC(N)=N/N=C\c1ccc(O)c(C(=O)O)c1	3.3e-08M*	-0.8%[15.4 µM]	9%[9.22 µM]	-12%[11.4 µM]	1.0%[15.4 µM]	-4%[11 µM]	6%[7.6 µM]	0.8%[9.22 µM]	3%[9.17 µM]	3e-08M*	2%[11.4 µM]
COc1ccc(NC(=O)c2c(-c3ccccc3)noc2C)c(OC)c1	/	-1.6%	-2%	-1%[11.4 µM]	-0.2%	-1%[11 µM]	?	-2.9%[0.0738 µM]	-5%[9.17 µM]	/	-2%[11.4 µM]
CCOC(=O)C1CCN(C(=O)N(C)C)CC1	i	-0.8%	0%	-6%	2.1%	-2%	1%	0.5%	-8%	i	13%
Cc1cc(N2C(=O)C3C4C=CC(C4)C3C2=O)no1 (configuration not stated)	i	-3.9%	2%	-5%	0.6%	-3%	-5%	0.4%	2%	i	9%
CC(C)CC1(C(=O)NCCc2c[nH]c3ccccc23)C=CCN1C(=O)c1ccccc1 (configuration not stated)	/	-1.4%	/	3%	-0.5%	-3%	-24%	-0.4%	/	/	-4%
Cc1cc(C)c(S(=O)(=O)Nc2ccc(O)cc2)c(C)c1	/	1.3%	0%	-4%	3.1%	-4%	0%	-3.5%	0%	/	-20%
Clc1ccc(C(c2ccccc2Cl)C(Cl)Cl)cc1 (configuration not stated)	/	3.5%	/	3%	-1.7%	?	?	-1.1%	/	/	-10%
Nn1c(SCC(=O)N2CCCc3ccccc32)nnc1-c1ccc(Cl)cc1	i	-5.2%	1%	-8%	-1.3%	3%	-18%	0.0%[57.5 µM]	-3%	i	2%
O=S(=O)(NC1CCCC1)c1ccc(S(=O)(=O)NC2CCCC2)cc1	i	-5.0%	0%	-6%	-1.0%	2%	11%	/	-2%	i	2%
COCCn1c(=O)c(-c2ccc(OC)cc2)nc2cnc(OC)nc21	2.5e-08M*	-2.5%	5%[9.22 µM]	-13%	-0.4%	2%	10µM*	0.2%	0%	1.9e-08M*	5%
O=C(Nc1ccc(S(=O)(=O)N2CCN(Cc3ccccc3)CC2)cc1)c1cnccn1	?	-0.4%	5%	-1%	-0.4%	-2%	19%	-1.5%	-2%	i	-5%
COc1cccc(-c2nc(CS(=O)CC(=O)NCc3ccccc3)c(C)o2)c1 (configuration not stated)	/	-1.7%	/	1%	0.5%	-3%[2.3 µM]	3%	-0.4%	-10%	/	-12%
NC(=O)C1CC(O)CN1c1nc(CN2CCOCC2)nc2scc(-c3ccccc3)c12 (configuration not stated)	?	-1.1%	1%	-1%	-0.4%	-2%	-2%	0.1%[57.5 µM]	-1%	i	7%
CCOC(=O)CCC(NC(=O)c1cncc(O)c1)C(=O)OCC (configuration not stated)	?	-2.1%	-2%	-6%	-0.3%	-2%	3%	-0.8%	-1%	?	-13%
CCOc1ccc(NC(=O)c2nnn(CC(=O)Nc3ccccc3OCC)c2N)cc1	i	-2.7%	-1%	-4%	0.4%	3%	?	-0.1%	0%	i	-9%
CCOC(=O)c1sc(NC(=O)C2CCCO2)c(C(=O)OCC)c1C (configuration not stated)	/	0.3%	-4%	-15%	-0.8%	-1%	?	-0.1%[9.22 µM]	8%	/	-8%
COCCCn1c(SCC(=O)OC2CCCCC2)nnc1-c1ccco1	i	2.2%	1%	-7%	-0.3%	-3%	-7%	2.0%	4%	i	0%
O=C(NCCc1ccccc1)C1CCCN(S(=O)(=O)c2cccnc2)C1 (configuration not stated)	i	-0.4%	0%	8%	0.1%	-7%	0%	1.2%	-8%	i	9%
CCn1c2ccccc2c2cc(C3C(C#N)=C(N)Oc4n[nH]c(COC)c43)ccc21 (configuration not stated)	i	0.3%	5%	1%	0.7%	-4%	?	-0.1%	3%	i	-29%
CSc1cccc(-n2cc(-c3ccc4c(c3)OCO4)[nH]c2=O)c1	i	1.0%	0%	-13%	0.8%	-10%	-9%	0.2%	8%	i	?
Cc1cc(C)c(S(=O)(=O)n2nc(C)c(Br)c2C)c(C)c1	?	-2.9%	0%	2%	0.0%	2%	-1%	0.6%	-3%	?	-7%
Cc1ccc2cc(CN(C)C(=O)C3CCCO3)c(=O)[nH]c2c1 (configuration not stated)	i	-3.1%	3%	-4%	1.2%	-5%	10%	-0.1%	4%	i	-3%
CC(C)CNS(=O)(=O)c1ccc(S(=O)(=O)N2CCN(CCC#N)CC2)cc1	/	-0.8%	0%	1%	1.1%	6%	5%	-0.9%	-2%	/	12%
CC1=CC(C)(C)Nc2ccccc21	/	1.3%&-0.5%	/	-2%&-3%	0.2%&2.6%	-5%&-14%	-5%&26%	0.2%&-0.8%	/	/	-8%&-21%
The results go on.
SMILES	A350 autofl	BRCT inh green	GFP derepression	Pol III holo inh	BRCT PPI red	Hsp90 Hop PPI	CRE Fsk mod	HBB splice mod	UbGFP stabilizer	4MU fluor	15-hLO inh
Cc1cccc2c(=O)oc(-c3ccc4c(c3)C(=O)N(CC3CCCO3)C4=O)nc12 (configuration not stated)	?	1.8%	8%	-2%	0.7%	-2%	0%	0.3%	-1%	?	1%
COc1ccc2nc(NC(=O)c3ccc(-n4nc(C)cc4C)cc3)sc2c1	1.5e-07M*	-2.7%	-1%	42%	0.2%	-2%	-9%	-2.2%	4%	1.1e-07M*	-1%
CN1CCN(S(=O)(=O)c2cccc(C(=O)Nc3sc4c(c3C(N)=O)CCCC4)c2)CC1	3.1e-07M*	-0.7%	0%	-4%	-0.1%	-6%	0.79µM*	-1.3%	2%	1.9e-07M*	?
CCOC(=O)C1C(=O)NC(N2CCOCC2)=NC1c1ccco1 (configuration not stated)	i	1.8%	-3%	-4%	0.1%	-5%	0%	-0.7%	0%	i	2%
CC(C)CN(C)c1nc(N)c(C(=O)N=C(N)N)nc1Cl	1.2e-08M*	-0.9%	-3%	-2%	0.5%	-11%	15%	0.1%	-10%	1.2e-08M*	20%
O=C1CN2C(=N1)N(Cc1ccccc1)c1ccccc12	i	0.3%	1%	0%	-2.6%	-3%	-21%	1.6%	9%	i	4%
CCOc1ccc2[nH]c3c(N4CCN(c5ccccn5)CC4)ncnc3c2c1	3.9e-08M*	-3.5%	2%	-4%	0.4%	-9%	?	-0.9%[57.5 µM]	0%	3.2e-08M*	-11%
CN1CCN(c2ncc3nc(-c4cccc(C#N)c4)c(=O)n(CCC#N)c3n2)CC1	1.5e-07M*	-1.9%	0%[9.22 µM]	-11%	1.7%	-5%	10µM*	-0.5%	4%	1.3e-07M*	-26%
N#CC1=C(N)N(c2ccccc2C#N)C2=C(C(=O)CCC2)C1c1ccsc1 (configuration not stated)	i	-1.7%	-2%	-7%	0.2%	?	-6%	-1.7%	-1%	i	-13%
COc1cccc(CNS(=O)(=O)c2cn(C)cn2)c1	i	-1.5%	-2%	3%	1.4%	2%	-8%	0.4%	7%	i	3%
COc1cc2c(cc1OC)C(c1ccc(C)o1)CC(=O)N2 (configuration not stated)	/	-0.7%	0%	0%	0.2%	-3%	18%	-1.3%	-8%	/	?
O=C(c1ccco1)N1CCN(S(=O)(=O)c2ccc3c(c2)CCN3C(=O)C2CCC2)CC1	i	0.5%	0%	3%	0.3%	-3%	?	9.6%	-8%	i	-1%
CC1(C)CCC(C)(C)c2cc(C(=O)Nc3ccc(C(=O)O)cc3)ccc21	/	-1.1%	0%	1%	0.2%	-10%	23%	/	-1%	/	-4%[25.6 µM]
Cc1cc(OC(=O)c2ccc(S(=O)(=O)N(C)C)cc2)cc(=O)o1	i	-0.5%	13%	-4%	1.9%	1%	-4%	-0.2%[57.5 µM]	-2%	i	-2%
CC(C)Oc1ccc(C(=O)NCc2ccco2)cc1	i	0.4%	-3%	-2%	0.4%	-4%	-13%	-0.7%	-7%	i	-3%

Random excerpt: 2 entries already listed
SMILES	A350 autofl	BRCT inh green	GFP derepression	Pol III holo inh	BRCT PPI red	Hsp90 Hop PPI	CRE Fsk mod	HBB splice mod	UbGFP stabilizer	4MU fluor	15-hLO inh
CC(C)CN(C)c1nc(N)c(C(=O)N=C(N)N)nc1Cl	1.2e-08M*	-0.9%	-3%	-2%	0.5%	-11%	15%	0.1%	-10%	1.2e-08M*	20%
CN1CCN(c2ncc3nc(-c4cccc(C#N)c4)c(=O)n(CCC#N)c3n2)CC1	1.5e-07M*	-1.9%	0%[9.22 µM]	-11%	1.7%	-5%	10µM*	-0.5%	4%	1.3e-07M*	-26%
